# Screens as filed in PubChem BioAssay.
# ERAP1 inh: ERAP1 (human) enzyme inhibition. Q9NZ08. recombinant ERAP1, Leu-AMC fluorescence, 60 min. inhibition, % at 10.7 µM. 340,000 compounds, 0.15% hits. AID 652197;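 active = mean replicate inhibition of at least 30%, or all replicates individually reaching that 30% level; inactive = mean below 30% and not every replicate reaching it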;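 note: 0% = neutral control wells and 100% = L-leucinethiol positive control wells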
# Target sequence (Q9NZ08 whole entry, looked up): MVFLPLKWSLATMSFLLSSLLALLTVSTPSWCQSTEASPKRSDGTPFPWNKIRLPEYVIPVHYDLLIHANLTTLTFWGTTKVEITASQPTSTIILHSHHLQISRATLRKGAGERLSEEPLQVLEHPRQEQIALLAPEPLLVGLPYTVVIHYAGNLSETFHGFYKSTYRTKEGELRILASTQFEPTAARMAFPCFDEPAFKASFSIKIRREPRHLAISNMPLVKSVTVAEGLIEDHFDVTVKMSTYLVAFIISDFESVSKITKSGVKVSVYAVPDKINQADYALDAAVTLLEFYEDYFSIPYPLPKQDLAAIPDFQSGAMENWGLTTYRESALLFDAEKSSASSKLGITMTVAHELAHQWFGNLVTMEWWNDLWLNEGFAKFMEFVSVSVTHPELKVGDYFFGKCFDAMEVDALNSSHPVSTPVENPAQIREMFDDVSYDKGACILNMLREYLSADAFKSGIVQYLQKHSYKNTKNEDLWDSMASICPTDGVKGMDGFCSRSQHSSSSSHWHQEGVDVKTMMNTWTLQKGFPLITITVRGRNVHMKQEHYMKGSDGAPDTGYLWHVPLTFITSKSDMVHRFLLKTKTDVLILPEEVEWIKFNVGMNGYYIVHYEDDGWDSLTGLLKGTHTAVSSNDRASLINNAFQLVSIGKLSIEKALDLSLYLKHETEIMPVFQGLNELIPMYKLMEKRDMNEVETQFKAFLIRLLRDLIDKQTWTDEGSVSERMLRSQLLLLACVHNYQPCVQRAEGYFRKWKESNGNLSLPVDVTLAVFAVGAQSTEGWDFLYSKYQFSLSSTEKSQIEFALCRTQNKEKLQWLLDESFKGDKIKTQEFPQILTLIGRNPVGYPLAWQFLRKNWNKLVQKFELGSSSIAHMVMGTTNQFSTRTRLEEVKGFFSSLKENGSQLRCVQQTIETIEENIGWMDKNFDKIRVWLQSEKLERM
# PglD inh: blocks C. jejuni PglD acetyltransferase activity | AID 602405 | purified PglD enzyme, DTNB colorimetric CoA detection | inhibition, % at 12.5 µM | 360,000 compounds, 0.098% hits; in the data active = inhibition above about 16%, passing the limit was not always enough; note: strong numbers were not always called active
# S100A4 MyoIIA: S100A4-myosin IIA interaction inhibition; inhibition, % at 10.7 µM; S100A4/TAMRA-MyoIIA peptide fluorescence polarization; AID 652163; 360,000 compounds, 0.14% hits;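 active = mean inhibition of at least 70% across replicates, with every replicate also reaching that level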
# Target sequence (P26447 whole entry, looked up): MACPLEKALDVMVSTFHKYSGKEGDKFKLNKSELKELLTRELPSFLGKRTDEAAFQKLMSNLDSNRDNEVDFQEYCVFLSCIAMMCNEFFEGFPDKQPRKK
#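 System – human S100A4 monomer protein, biochemical binding assay · Buffer or medium – Calcium-containing HEPES buffer, pH 7.2 · Timing – 5 min between mix addition and reading · Also added – TAMRA-labelled myosin IIA heavy-chain peptide probe, 5 nM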
# FN deposit inh: fibronectin deposition inhibition | AH1F fibroblasts, Alexa488-fibronectin deposition fluorescence, overnight | inhibition, % at 12.6 µM | 350,000 compounds, 0.086% hits | AID 743247;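 active = mean inhibition across replicates of 30% or more, regardless of how many single replicates reach that level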;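 note: positive control wells lacked labelled fibronectin entirely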
#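 Schedule: 1 h cell adhesion before compound, then overnight fibronectin incubation; test system: AH1F fibroblast monolayer depositing Alexa488-labelled fibronectin into matrix; quantity: 10000 AH1F cells per well; probe or stimulus: fluorescent fibronectin at 24 nM final; signal: fluorescence, ex 485 nm, em 525 nm; evaluation: percent inhibition as loss of matrix-bound fibronectin fluorescence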
# PGC1a acetyl inh: lowers PGC1a acetylation signal in U2OS cells. AlphaScreen anti-acetyl-lysine; with virally co-expressed GCN5 acetyltransferase. inhibition, % at 15.6 µM. 350,000 compounds, 0.17% hits. AID 651687;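 active = every replicate shows inhibition of at least 40%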;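 note: 0% = neutral control wells and 100% = positive control wells; some results beyond the cut were filed as inactive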
# EWS-Fli inh: inhibitors of EWS/Fli oncoprotein transcriptional activity; A673 NR0B1-luciferase reporter, viability-normalised; inhibition, % at 12.6 µM; 350,000 compounds, 0.67% hits; AID 651661;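 active = mean inhibition of at least 50% after viability correction, with every replicate also passing that limit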;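 note: firefly luciferase signal divided by Alamar Blue viability fluorescence both relative to DMSO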
# LGR2 antag: inhibitors of bursicon-induced Drosophila LGR2 receptor cAMP signaling; AID 720647; inhibition, % at 9.99 µM; HEK293 LGR2, CRE-luciferase, bursicon-stimulated, 4 h; 380,000 compounds, 0.35% hits;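 active = drop in luminescence signal, shown as inhibition above about 50% in the replicate tests, limit read from the data, passing the limit was not always enough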;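 note: agonist challenge used bursicon conditioned medium at about half maximal strength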
# PAX8 inh HTS: inhibitors of PAX8 transcriptional activity in RMG-I cells | RMG-I TPO-luciferase reporter, SteadyGlo, 24 h | inhibition, % at 12.6 µM | 360,000 compounds, 1.2% hits | AID 652154;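 active = mean replicate inhibition at least 60% with every replicate also reaching 60%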;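 note: luciferase light reporting Pax8 driven TPO promoter activity; plate controls were median of neutral control wells for no effect and mitoxantrone controls for full effect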
# Active calls of the source: *; . = not tested or not shown; & = joins results of further samples.
SMILES,ERAP1 inh,PglD inh,S100A4 MyoIIA,FN deposit inh,PGC1a acetyl inh,EWS-Fli inh,LGR2 antag,PAX8 inh HTS
O=C(COC(=O)c1cccc(C(=O)OCC(=O)NC2CC2)n1)NC1CC1,-1,.,0,5,.,-4,8,4
COc1ccc(CC(=O)OCC(=O)Nc2cc(S(=O)(=O)N3CCOCC3)ccc2N2CCCC2)cc1,1,.,-5,5,-9,7,22,-8
O=C(O)C1CC(=O)N(CCc2ccccc2)C1 (centres undefined),.,-2,.,-6,4,.,.,14
C[C@H]1CN([C@@H](C)CO)C(=O)c2cc(-c3ccc(F)cc3)cnc2O[C@H]1CN(C)Cc1ccc(F)cc1,.,.,.,0,7,0,-11,.
CCCNC(=O)NS(=O)(=O)c1ccc(Cl)cc1,-2,-3,-5,5,-1,-2,7,-9
Nc1[nH]c(C(=O)c2ccccc2)c(-c2cccc3ccccc23)c1C(=O)c1cccs1,0,.,0,-19,.,1,-5,18
Cc1ccc(/C=N/NC(=O)c2cc(-c3cccnc3)nc3ccccc23)cc1,0,.,2,13,4,36,-7,47
Cn1nc(C(C)(C)C)cc1C(=O)Nc1nc2c(s1)C(=O)CC(C)(C)C2,.,2,.,-4,3,.,-11,.
COc1ccc(NC(=O)CN2CCN(S(=O)(=O)N3CCCCCC3)CC2)cc1,6,2,-2,8,.,0,-4,-4
CCOC(=O)N1CCC(NC(=O)C2CCCN(c3nc4ccccc4o3)C2)CC1 (centres undefined),.,0,.,8,-15,.,-11,.
CCNC(=S)N(CCc1c(C)[nH]c2ccc(C)cc12)Cc1cc(OC)c(OC)c(OC)c1,-1,3,-6,-3,-3,-3,6,6
Cc1ccc(NC(=O)CN(C)Cc2ccc(F)cc2)c([N+](=O)[O-])c1,.,1,.,2,0,.,-6,-16
CC(=O)Nc1ccc2c(c1Br)Cc1ccccc1-2,0,.,-2,1,-1,-94,-83,-100
C[C@H]1CN([C@@H](C)CO)C(=O)Cc2cc(NC(=O)Cc3cn(C)c4ccccc34)ccc2O[C@H]1CN(C)C(=O)Nc1ccc(C(F)(F)F)cc1,1,1,-14,.,3,-2,27,11
O=[N+]([O-])c1ccccc1S(=O)(=O)NCc1cccnc1,-5,.,1,-9,5,4,.,8
COc1cc(C(=O)Nc2nc(C)c(Cc3ccc4c(c3)OCO4)s2)cc(OC)c1OC,.,-1,.,6,4,.,0,35
CCOc1ccc(NC(=O)Cn2c(=O)oc3cc(Cl)ccc32)cc1,16,16,-3,3,-2,-2,1,16
O=C(C[C@H]1C[C@@H]2c3cc(NC(=O)Nc4ccc(C(F)(F)F)cc4)ccc3O[C@@H]2[C@H](CO)O1)NCCc1ccccc1,2,-1,-1,-94,2,18,10,37
O=C(COc1ccc(F)cc1)N1CCc2ccccc2C1,-5,0,2,9,0,-3,-5,-16
CCCCC(=O)Nc1ccc(C(=O)Nc2ccc3c(c2)OCO3)cc1,-2,-1,2,.,-4,-20,-4,.

# Rewritten with each value named: two of the compounds above
> C[C@H]1CN([C@@H](C)CO)C(=O)Cc2cc(NC(=O)Cc3cn(C)c4ccccc34)ccc2O[C@H]1CN(C)C(=O)Nc1ccc(C(F)(F)F)cc1
  ERAP1 inh: 1 | PglD inh: 1 | S100A4 MyoIIA: -14 | FN deposit inh: . | PGC1a acetyl inh: 3 | EWS-Fli inh: -2 | LGR2 antag: 27 | PAX8 inh HTS: 11
> O=[N+]([O-])c1ccccc1S(=O)(=O)NCc1cccnc1
  ERAP1 inh: -5 | PglD inh: . | S100A4 MyoIIA: 1 | FN deposit inh: -9 | PGC1a acetyl inh: 5 | EWS-Fli inh: 4 | LGR2 antag: . | PAX8 inh HTS: 8

# The main list resumes, starting two compounds before the break.
SMILES,ERAP1 inh,PglD inh,S100A4 MyoIIA,FN deposit inh,PGC1a acetyl inh,EWS-Fli inh,LGR2 antag,PAX8 inh HTS
O=C(COc1ccc(F)cc1)N1CCc2ccccc2C1,-5,0,2,9,0,-3,-5,-16
CCCCC(=O)Nc1ccc(C(=O)Nc2ccc3c(c2)OCO3)cc1,-2,-1,2,.,-4,-20,-4,.
COc1ccc(CN(C)C[C@H]2Oc3c(NS(C)(=O)=O)cccc3C(=O)N([C@H](C)CO)C[C@@H]2C)cc1,-2,-5,-4,.,-6,.,-12,-2
Cc1cc(C(=O)OCC(=O)N2CCOCC2)ccc1[N+](=O)[O-],-5,.,6,0,0,-1,-11,3
COc1ccc(Cc2nc3ccc(C(=O)NC(C)c4cnn(C)c4)cc3o2)cc1 (centres undefined),-3,2,0,-3,0,.,4,-8
CCc1nnc(SCC(=O)NC2CC2)n1CC,-3,0,-2,8,.,-5,-10,.
COc1cc(/C=N/Nc2ccc(C(F)(F)F)cn2)ccc1O,-1,.,-4,0,-16,6,-7,1
CCCN1C(=O)c2[nH]nc(-c3cc(Cl)c(C)cc3O)c2C1c1ccc(O)c(OC)c1 (centres undefined),2,.,20,12,-11,23,5,20
COC(=O)c1c(NC(=O)CSc2n[nH]c(N)n2)sc(C)c1C,.,1,.,-3,5,.,.,-4
CCCCN1C(=O)NC(NC(=O)C2CC2)(C(F)(F)F)C1=O (centres undefined),-2,-3,20,.,.,7,8,7
Cc1occc1-c1n[nH]c(=S)n1-c1ccccc1,2,2,2,-2,-4,14,-3,16
CC1=C(C(=O)N(C)C)CC(CC(=O)NCc2cccc3ccccc23)C(=O)N1Cc1ccccc1 (centres undefined),-2,-5,1,-2,-5,-2,-20,-6
CCC(=O)Nc1ccc2c(c1)C(=O)N(C)C[C@@H](OC)[C@H](C)CN(C(=O)CC1CC1)[C@H](C)CO2,-5,2,-2,-4,-2,-12,-3,.
C[C@@H]1CCCCO[C@H](CN(C)CC2CC2)[C@H](C)CN([C@@H](C)CO)C(=O)c2cc(NS(C)(=O)=O)ccc2O1,0,14,6,5,2,.,3,3
O=C1CN(Cc2ccccc2)C[C@@H]2[C@@H](c3ccc(-c4ccccc4F)cc3)[C@H](CO)N12,-3,.,15,.,9,-1,-11,3
C[C@@H]1CN([C@@H](C)CO)C(=O)Cc2cc(NC(=O)C3CC3)ccc2O[C@@H]1CN(C)S(=O)(=O)c1cccs1,1,-2,-44,.,12,-12,-4,1
CCC1CCCCN1CCCNC(=O)c1ccc(CS(=O)(=O)Cc2ccc(Cl)cc2)o1 (centres undefined),-7,2,-1,-4,4,.,1,5
COc1ccc(S(=O)(=O)N(C)C[C@@H]2Oc3ccc(NC(=O)Nc4cccc5ccccc45)cc3C(=O)N([C@@H](C)CO)C[C@H]2C)cc1,.,.,.,6,-1,10,7,.
O=C(CCN1N=C(c2ccccc2)CCC1=O)NC1CCCC1,0,5,-1,9,-8,-2,22,-3
Cc1ccc(CCNC(=O)C2CCCN(S(=O)(=O)c3c(C)noc3C)C2)cc1 (centres undefined),.,-1,.,-3,-11,.,.,-2
COc1ccc(C(=O)N2CCCC(Nc3ccc(C)c(C)c3)C2)cc1F (centres undefined),-4,3,3,5,25,-7,14,9
CCOc1ccccc1N1CCN(C(=O)c2ccc(OCC(=O)N3CCOCC3)c(OC)c2)CC1,-6,8,13,.,.,-6,-11,-4
C[C@H](CO)N1C[C@H](C)[C@@H](CN(C)S(=O)(=O)c2ccc(F)cc2)Oc2c(NC(=O)Nc3ccc(C(F)(F)F)cc3)cccc2C1=O,1&-3,1,3&-4,0,4,9&17,26&7,12&17
Cc1ccccc1NC1c2ccccc2C(=O)N1Cc1ccco1 (centres undefined),3,2,-3,8,.,4,-4,-1
CCn1c(SCc2nc3ccccc3s2)nc2cc(S(=O)(=O)N3CCOCC3)ccc21,0,1,-13,1,-14,-44,-40,16
CN(C)CC#Cc1cccc(-c2nc(C(=O)O)cc3c2[C@@H](CCO)N(S(=O)C(C)(C)C)C3)c1 (some centres undefined),1,2,1,-4,6,-2,-10,-5
CCNC(=O)C[C@@H]1CC[C@@H]2[C@H](COC[C@H](O)CN2C(=O)C2CCOCC2)O1,0,-2,-10,-8,-4,-4,9,-15
Cc1cccnc1NC(=O)c1ccc(Cl)c(S(=O)(=O)N2CCCC2)c1,-3,-7,-6,.,5,1,9,1
COCC(C)n1c(C)cc(C(=O)COC(=O)c2ccc(N3CCCC3=O)cc2)c1C (centres undefined),.,3,.,5,-1,.,.,-5
COc1ccccc1-c1csc(C(C)(NC(C)=O)c2ccccc2)n1 (centres undefined),-2,3,-1,13,.,-11,-3,-23
Cc1ccc(-n2c(SCC(=O)N3Cc4ccccc4CC3C(=O)O)nnc2-c2cccnc2)c(C)c1 (centres undefined),-2,.,1,0,.,3,2,16
COC(=O)C(C)NC(=O)C1CCCN1C(=O)CNC(=O)OCc1ccccc1 (centres undefined),1,-5,-1,1,.,-12,5,-5
COc1ccc(NC(=O)Nc2cc(C)ccn2)cc1,-1,-3,-7,2,1,24,22,-41
CCCN(CC1CCCO1)C(=O)c1cc(COc2ccc(F)cc2F)on1 (centres undefined),3,-1,-1,-1,.,.,-7,.
COc1ccc(C(=O)OCC(=O)c2ccc(Cl)s2)c(OC)c1OC,-1,3,-6,-5,13,1,-25,-18
COc1ccc(S(=O)(=O)N(Cc2cc3cc(C)ccc3[nH]c2=O)CC2CCCO2)cc1 (centres undefined),.,-4,.,-6,-3,.,.,17
O=C(COc1ccc(S(=O)(=O)N2CCOCC2)cc1Cl)NC1CCCCC1,2,4,5,.,2,.,3,-2
CC(=NNS(=O)(=O)c1ccc([N+](=O)[O-])cc1)c1ccc(C)cc1,0,.,3,4,1,-8,3,-14
Cc1cc(/C=N/NC(=O)Cn2c3ccccc3c(=O)c3ccccc32)c(C)n1-c1ccc(Cl)cc1,-1,.,-3,.,.,10,-11,23
C[C@@H]1CN([C@@H](C)CO)C(=O)c2cc(-c3ccccc3)cnc2O[C@@H]1CN(C)C(=O)Nc1ccccc1,.,-4,.,2,7,-4,3,-10
CC(=O)c1c(C)nc(Nc2nc3ccccc3s2)nc1C,0,2,0,-3,7,-39,-51,-133
O=C(CCN1C(=O)COc2ccccc21)N1CCN(c2ccccn2)CC1,-1,1,-7,.,0,-6,4,.
O=C(C[C@@H]1CC[C@H](NC(=O)c2cccc(F)c2)[C@@H](CO)O1)Nc1nccs1,-2,2,1,-6,6,-2,-11,11
S=C(NCc1ccco1)NCC(c1ccco1)N1CCCCC1 (centres undefined),6,.,-2,11,.,0,9,8
O=C(C[C@@H]1C/C=C\C[C@@H](Cc2ccc(F)cc2)C(=O)OC[C@@H](Cc2ccccc2)NC1=O)N[C@H](CO)Cc1ccccc1,1,-3,1,-10,8,6,3,9
C[C@H]1CN([C@@H](C)CO)C(=O)c2cc(C#CC(C)(C)O)cnc2O[C@@H]1CN(C)C(=O)CC1CC1,0,3,-28,-8,-1,-3,11,.
CCN(CC)S(=O)(=O)c1ccc(C(=O)OCCN2C(=O)CCC2=O)cc1,1,-3,0,-3,.,-3,21,-4
CO[C@@H]1CC[C@H]2CCN(C)C(=O)[C@H](C)CN(C)C(=O)c3cc(C#N)ccc3OC[C@H]1O2,.,-2,.,1,.,-3,10,10
Cc1cc(=O)[nH]c(NN=C2C3CC4CC(C3)CC2C4)n1,2,4,11,13,2,-5,14,-3
COc1ccc(CNC(=O)C[C@H]2CC[C@@H]3[C@@H](COc4ccc(NC(=O)C(C)C)cc4C(=O)N3C)O2)cc1,-2,-4,-15,-7,-6,-1,-10,7
COc1cccc2c1c(NC(=O)Nc1ccc(F)cc1F)nn2C,.,7,-3,6,6,15,-10,6
O=[N+]([O-])c1ccc(O)c(Nc2c([N+](=O)[O-])ccc3nonc23)c1,9,.,2,.,.,11,17,15
CC(C)(C)C(=O)c1sc(Nc2ccccc2)nc1N,-4,-2,1,.,-24,-120,-81,.

# Outcome played no part in choosing rows; any-hit rate near 2.1%.
